Source: PubChem BioAssay
MITF inh: MITF inhibitors, primary screen, biochemical, AlphaScreen, human | AlphaScreen MITF homodimerization, bead proximity signal | inhibition, % at 2.6 µM | 650,000 compounds, 0.91% hits | AID 1259374, 2018; in the data active = inhibition above about 50%;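 note: 0% = vehicle wells with protein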
Target sequence (O75030 whole entry, looked up): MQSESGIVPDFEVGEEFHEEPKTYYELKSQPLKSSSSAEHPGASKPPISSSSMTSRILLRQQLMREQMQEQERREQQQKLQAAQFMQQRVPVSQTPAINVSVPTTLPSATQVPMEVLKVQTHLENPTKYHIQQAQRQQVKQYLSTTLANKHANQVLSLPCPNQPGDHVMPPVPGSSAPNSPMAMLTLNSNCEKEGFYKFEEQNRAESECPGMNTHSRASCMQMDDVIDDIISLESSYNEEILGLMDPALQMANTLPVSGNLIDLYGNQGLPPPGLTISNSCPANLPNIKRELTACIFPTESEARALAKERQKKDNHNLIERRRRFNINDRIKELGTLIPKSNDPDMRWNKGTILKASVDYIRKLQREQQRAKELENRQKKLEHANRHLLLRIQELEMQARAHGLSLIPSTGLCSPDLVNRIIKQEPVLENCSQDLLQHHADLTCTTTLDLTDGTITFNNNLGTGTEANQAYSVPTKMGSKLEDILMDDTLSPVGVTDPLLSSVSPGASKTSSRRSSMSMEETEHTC
GPR151 ag: activators of human GPR151, primary screen, cell-based, PathHunter beta-arrestin, luminescence. PathHunter beta-arrestin GPR151 cells. activation, % at 11.2 µM. 650,000 compounds, 1% hits. AID 1508602, 2020; in the data active = activation above about 4.9%;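 note: 0% = median of compound wells and 100% = cells with positive control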
Target sequence (Q8TDV0 whole entry, looked up): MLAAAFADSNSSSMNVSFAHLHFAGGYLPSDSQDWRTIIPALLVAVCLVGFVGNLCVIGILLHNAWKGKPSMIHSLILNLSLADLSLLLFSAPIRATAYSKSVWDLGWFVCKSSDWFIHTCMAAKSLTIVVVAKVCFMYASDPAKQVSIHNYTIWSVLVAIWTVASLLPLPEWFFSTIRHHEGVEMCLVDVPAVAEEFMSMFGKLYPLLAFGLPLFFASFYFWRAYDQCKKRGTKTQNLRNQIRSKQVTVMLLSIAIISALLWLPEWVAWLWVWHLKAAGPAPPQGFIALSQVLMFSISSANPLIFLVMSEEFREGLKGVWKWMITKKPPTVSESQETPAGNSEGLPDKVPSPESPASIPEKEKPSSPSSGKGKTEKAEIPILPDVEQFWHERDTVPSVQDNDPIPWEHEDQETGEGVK
TEAD-YAP block: TEAD-YAP interaction inhibition, primary screen, TEAD-YAP interaction inhibitor project, luminescence, HEK-TIYL cells. 640,000 compounds, 1.4% hits. AID 1259422, 2018. inhibition, % at 9.12 µM. TEAD-Gal4/YAP UAS-luciferase luminescence; in the data active = inhibition above about 32%;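 note: 0% = median of test compound wells and 100% = reference inhibitor wells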
FBW7 activator: FBW7 E3 ligase activators, primary screen, biochemical, AlphaScreen, human; F-box/WD repeat-containing protein 7 (Homo sapiens), Q969H0; AlphaScreen FBW7–phospho-cyclin E peptide binding, activator screen; normalized activity (activation), % at 26.1 µM; 650,000 compounds, 0.13% hits; in the data active = normalized activity above about 1.9%;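 note: purified mutant Fbw7 with reduced substrate affinity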
* marks the source's active call; other numbers are inactive results.

What do the screens show for `O=c1[nH]n2c(-c3ccccc3)nc(O)c2c2ccccc12`?
MITF inh: 2.7; GPR151 ag: -1.2; TEAD-YAP block: -1.3; FBW7 activator: -0.1

What do the screens show for `CNC(=O)C1CCCN(S(=O)(=O)c2cc(C)ccc2OC)C1` (stereo not drawn)?
MITF inh: 7.4; GPR151 ag: 0.1; TEAD-YAP block: 5.6; FBW7 activator: 0.0

Results for COc1ccc(N=Nc2ccc3nonc3c2N)cc1 ?
MITF inh: 4.8; GPR151 ag: -1.3; TEAD-YAP block: -27.1; FBW7 activator: -0.3

What do the screens show for `O=C(NNS(=O)(=O)c1ccc(C(=O)NC2CCCC2)cc1)c1ccncc1`?
MITF inh: 20.5; GPR151 ag: 0.2; TEAD-YAP block: 1.6; FBW7 activator: 0.4

How did O=C(NCc1ccccn1)c1ccccc1C(=O)c1ccccc1 do in these assays?
MITF inh: 14.3; GPR151 ag: 0.8; TEAD-YAP block: 7.0; FBW7 activator: -0.1

Results for Cn1c(=O)c2sccc2n2c(CCCC(=O)N3CCN(c4ccc(F)cc4)CC3)nnc12 ?
MITF inh: 13.6; GPR151 ag: -0.3; TEAD-YAP block: 12.9; FBW7 activator: 0.0

How did N#CCCSc1ccccc1NC(=O)c1cc(=O)c2ccccc2o1 do in these assays?
MITF inh: -8.9; GPR151 ag: 1.6; TEAD-YAP block: 4.4; FBW7 activator: 0.1

Results for O=C(COc1ccc(Cl)cc1Cl)NC(C(=O)Nc1cccc(Cl)c1)c1ccccc1 (stereo not drawn) ?
MITF inh: 5.0; GPR151 ag: -1.3; TEAD-YAP block: 5.3; FBW7 activator: 0.1

Results for CN1C(=O)CS/C1=N\NC(=O)COc1cccc2cccnc12 ?
MITF inh: 14.3; GPR151 ag: -0.2; TEAD-YAP block: -2.5; FBW7 activator: 0.0

How did CCOC(=O)c1cnn(-c2nc3ccccc3s2)c1CNC1CCOC(C)(C)C1 (stereo not drawn) do in these assays?
MITF inh: 6.2; GPR151 ag: -0.2; TEAD-YAP block: 3.0; FBW7 activator: -0.1

What do the screens show for `CCN1CCN(S(=O)(=O)c2cccc(F)c2)C(C(=O)N(CC)CC)C1` (stereo not drawn)?
MITF inh: 3.0; GPR151 ag: 2.5; TEAD-YAP block: 13.7; FBW7 activator: -0.1

Results for Cc1cccc(OCCCN2CCOCC2)c1C ?
MITF inh: -7.2; GPR151 ag: 5.1*; TEAD-YAP block: 9.4; FBW7 activator: 0.0

2 entries drawn at random from those above:
Results for CN1C(=O)CS/C1=N\NC(=O)COc1cccc2cccnc12 ?
MITF inh: 14.3; GPR151 ag: -0.2; TEAD-YAP block: -2.5; FBW7 activator: 0.0

Results for Cc1cccc(OCCCN2CCOCC2)c1C ?
MITF inh: -7.2; GPR151 ag: 5.1*; TEAD-YAP block: 9.4; FBW7 activator: 0.0

New compounds follow
Results for CCOC(=O)c1cc2c(=O)n3cc(C)ccc3nc2n(Cc2cccnc2)c1=N ?
MITF inh: -6.7; GPR151 ag: 0.4; TEAD-YAP block: 4.7; FBW7 activator: 0.0

Results for Cc1cc(O)ccc1NC(=O)c1ccccc1Cl ?
MITF inh: 14.0; GPR151 ag: -1.0; TEAD-YAP block: 22.7; FBW7 activator: 0.0

What do the screens show for `S=C(Cc1ccc(CC(=S)N2CCOCC2)cc1)N1CCOCC1`?
MITF inh: 15.7; GPR151 ag: 1.1; TEAD-YAP block: 6.4; FBW7 activator: 0.3

Results for CCOc1ccccc1-c1noc(CCCC(=O)NCc2ccccc2)n1 ?
MITF inh: -16.7; GPR151 ag: -1.1; TEAD-YAP block: 3.7; FBW7 activator: 0.1

How did CCOC(=O)C1CCN(C(=O)CSc2nnc(Nc3ccc(C)cc3)s2)CC1 do in these assays?
MITF inh: -4.8; GPR151 ag: -1.7; TEAD-YAP block: -2.6; FBW7 activator: 0.1

What do the screens show for `Cc1ccc(NC(=O)CSC(C)C(=O)NCCc2ccccn2)cc1` (stereo not drawn)?
MITF inh: -15.8; GPR151 ag: -1.8; TEAD-YAP block: -10.6; FBW7 activator: 0.2

What do the screens show for `CCc1cccc(OCC(=O)Nc2ccc3c(c2)OCO3)c1`?
MITF inh: -1.1; GPR151 ag: 0.4; TEAD-YAP block: -16.1; FBW7 activator: 0.0

Results for Cc1cn2c3c(=O)[nH]c(=O)n(C)c3nc2n1C1CC(C)CC(C)(C)C1 (stereo not drawn) ?
MITF inh: 1.4; GPR151 ag: 3.1; TEAD-YAP block: -2.1; FBW7 activator: -0.2

Results for CN1CCN(c2ccc(-c3cccc(C(=O)NCc4cccc(C(F)(F)F)c4)c3)cc2)CC1 ?
MITF inh: -12.4; GPR151 ag: -0.3; TEAD-YAP block: 9.3; FBW7 activator: 0.0

Results for CCOC(=O)C1=C(C)N=c2s/c(=C/c3cccc([N+](=O)[O-])c3O)c(=O)n2C1c1cc(OC)c(OC)c(OC)c1 (stereo not drawn) ?
MITF inh: 16.3; GPR151 ag: 0.3; TEAD-YAP block: -4.3; FBW7 activator: 0.1

What do the screens show for `O=C(COC(=O)c1ccccc1O)c1ccc(Br)cc1`?
MITF inh: 17.8; GPR151 ag: -2.0; TEAD-YAP block: -21.7; FBW7 activator: 0.1

How did CC(=O)C1=C(O)C(=O)N(c2nc3ccccc3s2)C1c1ccc(O)cc1 (stereo not drawn) do in these assays?
MITF inh: 4.6; GPR151 ag: 0.8; TEAD-YAP block: -0.7; FBW7 activator: 0.0

By substructure, those above with fluorine
Results for Cn1c(=O)c2sccc2n2c(CCCC(=O)N3CCN(c4ccc(F)cc4)CC3)nnc12 ?
MITF inh: 13.6; GPR151 ag: -0.3; TEAD-YAP block: 12.9; FBW7 activator: 0.0

What do the screens show for `CCN1CCN(S(=O)(=O)c2cccc(F)c2)C(C(=O)N(CC)CC)C1` (stereo not drawn)?
MITF inh: 3.0; GPR151 ag: 2.5; TEAD-YAP block: 13.7; FBW7 activator: -0.1

Results for CN1CCN(c2ccc(-c3cccc(C(=O)NCc4cccc(C(F)(F)F)c4)c3)cc2)CC1 ?
MITF inh: -12.4; GPR151 ag: -0.3; TEAD-YAP block: 9.3; FBW7 activator: 0.0

(next part)
What do the screens show for `Cc1nc(NC(=O)/C=C/c2ccccc2)sc1C(=O)N1CCOCC1`?
MITF inh: 6.0; GPR151 ag: -0.5; TEAD-YAP block: -6.6; FBW7 activator: 0.1

Results for O=C1OC(c2ccco2)=N/C1=C\c1cccc(OCc2ccccc2)c1 ?
MITF inh: 6.3; GPR151 ag: 0.0; TEAD-YAP block: -4.6; FBW7 activator: -0.1

How did CC1CN(S(=O)(=O)c2cccc([N+](=O)[O-])c2)CC(C)O1 (stereo not drawn) do in these assays?
MITF inh: 20.9; GPR151 ag: -1.3; TEAD-YAP block: 7.4; FBW7 activator: -0.1

How did COc1cc(Nc2nc(=S)[nH]c3ccccc23)cc(OC)c1 do in these assays?
MITF inh: -3.8; GPR151 ag: 0.0; TEAD-YAP block: 12.5; FBW7 activator: 0.1

Results for c1cc(N2CCOCC2)ncc1-c1nc(NCCN2CCOCC2)c2ncn(C3CCCCC3)c2n1 ?
MITF inh: 10.5; GPR151 ag: -0.7; TEAD-YAP block: -8.1; FBW7 activator: 0.3

What do the screens show for `CCOC(=O)c1c(C)n(C)c2ccc(OCC(O)CNCc3ccco3)cc12` (stereo not drawn)?
MITF inh: 22.3; GPR151 ag: 0.4; TEAD-YAP block: 5.6; FBW7 activator: -0.1

How did CCn1c(SC(C)C(=O)Nc2ccc(C(C)=O)cc2)nc2sc(C)c(C)c2c1=O (stereo not drawn) do in these assays?
MITF inh: 2.1; GPR151 ag: 1.2; TEAD-YAP block: -4.3; FBW7 activator: 0.0

What do the screens show for `O=S(=O)(c1cccs1)N1CCc2ccccc21`?
MITF inh: -5.2; GPR151 ag: -0.3; TEAD-YAP block: -5.2; FBW7 activator: 0.1

Results for CCOC(=O)C1CCN(S(=O)(=O)c2ccccc2[N+](=O)[O-])CC1 ?
MITF inh: -10.7; GPR151 ag: 2.8; TEAD-YAP block: 7.9; FBW7 activator: 0.2

Results for O=C(CN1CCC(C(=O)c2ccc(F)cc2)CC1)Nc1ccccc1 ?
MITF inh: -0.9; GPR151 ag: -0.7; TEAD-YAP block: 12.1; FBW7 activator: 0.3

How did COc1cccc(C(=O)N2CCN(c3nc4ccc([N+](=O)[O-])cc4s3)CC2)c1 do in these assays?
MITF inh: 13.4; GPR151 ag: 0.3; TEAD-YAP block: -4.3; FBW7 activator: -0.1

How did Cc1cc(C)nc(NCc2cccnc2)n1 do in these assays?
MITF inh: -0.3; GPR151 ag: 0.2; TEAD-YAP block: -16.1; FBW7 activator: -0.4

What do the screens show for `CC(C)(C)c1nc(SCC(=O)N2CCCC2)c2ccccc2n1`?
MITF inh: 1.0; GPR151 ag: 1.0; TEAD-YAP block: 2.8; FBW7 activator: -0.2

Results for CCOC(=O)C1CCCN(C(=O)c2sc3ncn(CC(=O)N4CC(C)CC(C)C4)c(=O)c3c2C)C1 (stereo not drawn) ?
MITF inh: -0.8; GPR151 ag: -0.4; TEAD-YAP block: 4.9; FBW7 activator: -0.1

What do the screens show for `N#Cc1cc(F)c(N2CCN(C(=O)c3cccs3)CC2)cc1Cl`?
MITF inh: 13.1; GPR151 ag: 0.7; TEAD-YAP block: -8.3; FBW7 activator: 0.2

Results for C=C(C)CN(CC)C(=O)CCc1nnc(CCc2cccc(OC)c2)o1 ?
MITF inh: 6.0; GPR151 ag: -1.7; TEAD-YAP block: -15.2; FBW7 activator: -0.1

What do the screens show for `CC(NC(=O)CN1CCN(Cc2ccc(Cl)cc2)C1=O)c1ccccc1` (stereo not drawn)?
MITF inh: 1.1; GPR151 ag: -0.4; TEAD-YAP block: -7.9; FBW7 activator: 0.1

How did O=C(O)c1ccc(Oc2ccc([N+](=O)[O-])cc2[N+](=O)[O-])cc1 do in these assays?
MITF inh: 6.8; GPR151 ag: 1.3; TEAD-YAP block: -4.2; FBW7 activator: 0.1

How did COc1ccc(Br)cc1CN1CCN(C(=O)c2cccc(Cl)c2)CC1 do in these assays?
MITF inh: 52.8*; GPR151 ag: -1.0; TEAD-YAP block: -2.0; FBW7 activator: -0.3

What do the screens show for `CC1=CC2=NC(=O)/C(=C\c3cc(C)n(-c4ccc(F)cc4)c3C)C(=N)N2O1`?
MITF inh: 6.7; GPR151 ag: -1.5; TEAD-YAP block: -0.4; FBW7 activator: 0.1

What do the screens show for `O=C(Nc1ccc2c(c1)OCCO2)c1cc(Br)cc(Br)c1I`?
MITF inh: -0.2; GPR151 ag: 0.2; TEAD-YAP block: 46.8*; FBW7 activator: -0.1

Results for Cc1nnc(SCC(=O)Nc2ccc(Cl)cc2)s1 ?
MITF inh: 3.0; GPR151 ag: -0.1; TEAD-YAP block: 2.7; FBW7 activator: 0.7

What do the screens show for `CCOc1ccc(-c2nnc(SCC(=O)NC3CCCCC3)o2)cc1`?
MITF inh: 2.7; GPR151 ag: -1.2; TEAD-YAP block: -2.1; FBW7 activator: -0.2

How did COc1ccc(NC(=O)CN2CCN(CC(=O)Nc3ccccc3Cl)CC2)cc1 do in these assays?
MITF inh: -1.4; GPR151 ag: 0.7; TEAD-YAP block: 14.8; FBW7 activator: -0.1

What do the screens show for `CC(=O)c1ccc(NC(=O)C2CCC(CNS(=O)(=O)c3cccs3)CC2)cc1` (stereo not drawn)?
MITF inh: -2.2; GPR151 ag: 0.6; TEAD-YAP block: 2.0; FBW7 activator: 0.1

What do the screens show for `COc1ccc(-c2nnc(SCc3ccccc3Cl)nc2-c2ccc(OC)cc2)cc1`?
MITF inh: 14.3; GPR151 ag: 1.6; TEAD-YAP block: 11.3; FBW7 activator: 0.1

What do the screens show for `O=S(=O)(NCCc1ccccc1)c1cccc2nsnc12`?
MITF inh: 0.3; GPR151 ag: 0.0; TEAD-YAP block: -6.2; FBW7 activator: -0.1

Results for CC(=O)N[C@@H](C)C(=O)Nc1cccc(S(=O)(=O)N2CCOCC2)c1 ?
MITF inh: 6.2; GPR151 ag: -1.0; TEAD-YAP block: -0.9; FBW7 activator: 0.8

What do the screens show for `CC(C)C(=O)Nc1cccc(NC(=O)COc2ccc(Br)cc2)c1`?
MITF inh: -25.8; GPR151 ag: 3.9; TEAD-YAP block: -7.1; FBW7 activator: 0.0

What do the screens show for `CCOC(=N)c1nc2c(c(=O)n(C)c(=O)n2C)n1Cc1ccccc1Cl`?
MITF inh: -9.2; GPR151 ag: -0.7; TEAD-YAP block: -2.0; FBW7 activator: -0.1

How did O=C(CC(NCc1ccccc1)C(=O)O)c1ccc(Br)cc1 (stereo not drawn) do in these assays?
MITF inh: 8.5; GPR151 ag: 1.8; TEAD-YAP block: -7.6; FBW7 activator: -0.1

Results for COc1ccc(Cl)cc1NC(=O)CSc1nc2c(c(=O)n1C)SCC2 ?
MITF inh: 11.9; GPR151 ag: 1.1; TEAD-YAP block: 3.1; FBW7 activator: 0.9

How did CCOc1ccc(C(=O)Nc2nc3c(OC)cccc3s2)cc1 do in these assays?
MITF inh: 18.3; GPR151 ag: -2.0; TEAD-YAP block: -19.4; FBW7 activator: 0.3

Results for NN1C(=O)/C(=C\c2ccco2)SC1=S ?
MITF inh: 75.4*; GPR151 ag: -0.7; TEAD-YAP block: 1.6; FBW7 activator: -0.2

Results for O=C1NC(=O)N(c2cccc(Cl)c2)C(=O)/C1=C/c1ccc(O)c(Cl)c1 ?
MITF inh: 16.8; GPR151 ag: -0.8; TEAD-YAP block: -1.1; FBW7 activator: 0.2
